ROC1-CUL1 inh – human ROC1-CUL1 E3 ligase inhibition. AID 1347404. in vitro K48 di-Ub FRET, acceptor:donor ratio, 45 min. P62877+Q13616. actives 0.6% (n = 140,000). inhibition, % at 10 µM; in the data active = inhibition above about 25%
Target sequence (P62877 whole entry, looked up): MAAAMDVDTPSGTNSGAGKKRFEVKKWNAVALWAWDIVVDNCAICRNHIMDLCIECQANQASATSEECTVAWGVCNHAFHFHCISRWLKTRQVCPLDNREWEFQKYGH
Target sequence (Q13616 whole entry, looked up): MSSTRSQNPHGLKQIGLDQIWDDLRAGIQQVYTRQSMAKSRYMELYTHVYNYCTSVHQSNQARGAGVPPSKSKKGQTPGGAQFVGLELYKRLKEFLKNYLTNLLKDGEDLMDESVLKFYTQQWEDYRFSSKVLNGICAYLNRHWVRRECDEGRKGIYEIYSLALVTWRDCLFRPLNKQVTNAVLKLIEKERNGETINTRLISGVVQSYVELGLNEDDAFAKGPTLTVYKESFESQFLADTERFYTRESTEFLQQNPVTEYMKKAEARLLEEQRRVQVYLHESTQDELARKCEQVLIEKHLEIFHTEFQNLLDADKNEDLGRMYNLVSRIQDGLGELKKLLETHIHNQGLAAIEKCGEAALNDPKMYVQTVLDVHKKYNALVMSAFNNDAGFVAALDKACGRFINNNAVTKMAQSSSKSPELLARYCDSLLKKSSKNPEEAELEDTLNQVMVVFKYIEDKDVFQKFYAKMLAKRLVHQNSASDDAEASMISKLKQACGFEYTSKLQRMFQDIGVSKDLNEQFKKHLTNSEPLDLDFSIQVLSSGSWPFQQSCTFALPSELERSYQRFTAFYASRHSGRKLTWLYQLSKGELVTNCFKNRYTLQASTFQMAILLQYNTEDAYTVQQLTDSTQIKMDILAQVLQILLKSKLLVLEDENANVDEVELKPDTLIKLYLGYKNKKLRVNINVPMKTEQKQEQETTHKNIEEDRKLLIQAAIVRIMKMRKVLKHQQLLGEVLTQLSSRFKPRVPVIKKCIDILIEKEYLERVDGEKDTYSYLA
* hit, by the source's call.

No.	ROC1-CUL1 inh	SMILES
1	-1	Fc1ccc(Cc2n[nH]c(=S)o2)c(F)c1
2	-5	Cc1cccc(-n2c(C)cc(C(=O)C(=O)Nc3ccccc3F)c2C)c1C
3	2	Cn1c(CN2CCC(CCC(=O)N3CCCC3)CC2)nc2ccccc21
4	15	C/C(=C1/SC(=S)NC1=O)c1ccc(Cl)cc1
5	1	COc1ccc(CNC(=O)c2ccc3c(c2)N(Cc2ccccc2)C(=O)c2ccccc2S3(=O)=O)cc1
6	6	CSc1nnc(NC(=O)Oc2ccccc2)s1
7	-3	COc1ccc(Nc2cc(C(=O)NCc3ccccc3)c3ccccc3n2)c(OC)c1
8	9	O=C(Nc1nc2c(F)cccc2s1)c1ccc(S(=O)(=O)N2CCOCC2)cc1
9	0	O=C(NC1CCN(Cc2ccccc2)CC1)c1ccc(Br)s1
10	-7	C#CCSc1nc2c(c(=O)n1Cc1ccccc1)C1(CCCCC1)Cc1ccccc1-2
11	10	C/C(=N\NC(=O)c1ccccc1O)C1CC1
12	-7	CCOc1ccc(OCC)c(NC(=O)C2CCN(S(=O)(=O)c3c(C)noc3/C=C/c3ccccc3F)CC2)c1
13	-6	COC12NC(=O)N(C)C1(OC)C(=O)N(C)C(=O)N2C (stereo unspecified)
14	-1	COc1ccc(OC)c(-c2csc(NC(=O)c3nn(C)c(C)c3Br)n2)c1
15	3	O=C(CSc1nc2ccc(Nc3nc(N4CCOCC4)nc(N4CCOCC4)n3)cc2s1)NCC1CCCO1 (stereo unspecified)
16	-3	CCCOc1ccc(C(=O)N2CCN(c3ccc(NC(=O)c4ccco4)cc3Cl)CC2)cc1
17	-2	CCc1cccc(-n2nnc(-c3nc(-c4ccc5c(c4)OCO5)no3)c2C)c1
18	-6	C=CCn1c(-c2ccc(NC(C)=O)cc2)c[n+]2ccccc12
19	7	NC(=O)c1ccc(C23CC4CC(CC(C4)C2)C3)o1
20	-5	CN(C)Cc1ccccc1Sc1ccc(Cl)cc1Cl
21	-6	Cc1nonc1CC(=O)N1CCCC(CNC(=O)c2ccc(F)cc2)C1 (stereo unspecified)
22	6	Cc1cc(NS(=O)(=O)c2ccc(NC(=O)COc3cc(C)c(Br)cc3C(C)C)cc2)no1
23	-6	Cc1ccc(S(=O)(=O)Cc2ccccc2Cl)cc1
24	-4	COc1cc(C(=O)Nc2nc(-c3ccc(Cl)cc3)cs2)cc(OC)c1OC
25	7	CO[C@H]1[C@H](NC(=O)c2ccncc2)c2ccccc2C12CCN(C(=O)CCC1CCCCC1)CC2

Part of the list above, as tab-separated lines.
#	canonical_smiles	ROC1-CUL1 inh
16	CCCOc1ccc(C(=O)N2CCN(c3ccc(NC(=O)c4ccco4)cc3Cl)CC2)cc1	-3
17	CCc1cccc(-n2nnc(-c3nc(-c4ccc5c(c4)OCO5)no3)c2C)c1	-2
18	C=CCn1c(-c2ccc(NC(C)=O)cc2)c[n+]2ccccc12	-6

Five entries picked at random from the list so far, as already listed:
No.	ROC1-CUL1 inh	SMILES
14	-1	COc1ccc(OC)c(-c2csc(NC(=O)c3nn(C)c(C)c3Br)n2)c1
1	-1	Fc1ccc(Cc2n[nH]c(=S)o2)c(F)c1
15	3	O=C(CSc1nc2ccc(Nc3nc(N4CCOCC4)nc(N4CCOCC4)n3)cc2s1)NCC1CCCO1 (stereo unspecified)
17	-2	CCc1cccc(-n2nnc(-c3nc(-c4ccc5c(c4)OCO5)no3)c2C)c1
19	7	NC(=O)c1ccc(C23CC4CC(CC(C4)C2)C3)o1

More compounds:
No.	ROC1-CUL1 inh	SMILES
26	-3	Cc1ccc(C)c(S(=O)(=O)Nc2cccc(C)n2)c1
27	0	O=C(Nc1ccc(N2C(=O)c3ccccc3C2=O)cc1Cl)c1ccc(N2C(=O)c3ccccc3C2=O)cc1
28	-3	N#CC1C(=N)Oc2n[nH]c(-c3ccccc3)c2C1c1ccc(O)c(O)c1 (stereo unspecified)
29	-6	COc1cc(C2CC(c3ccc(Cl)cc3)=Nc3ccccc3S2)cc(OC)c1OC (stereo unspecified)
30	-5	Cc1c(Cl)cccc1NC(=O)CSc1nnc(-c2ccccc2)n1C
31	8	COC(=O)c1ccc2c(c1)C(=O)N(c1cccc(Cl)c1Cl)C2=O
32	3	COc1cccc(C(=O)NCC(c2ccc3c(c2)OCO3)N2CCN(C)CC2)c1 (stereo unspecified)
33	4	CC/C(=N/NC(=O)c1cc(C)[nH]n1)c1ccc(O)cc1
34	-12	Cc1ccc(CN2CCN(C(=O)c3ccc4c(c3)OCCO4)CC2)cc1
35	-12	O=C(Cc1cccs1)NC1CC(=O)N(c2ccc(F)cc2)C1 (stereo unspecified)
36	4	CCOC(=O)C1CCN(CCC(=O)Nc2ccccc2Cl)CC1
37	8	COC(=O)C1CCCCN1Cc1nc(-c2ccc(C)o2)oc1C (stereo unspecified)
38	-2	CSCC(=O)N1CCCC(Nc2ccc3c(c2)OCCO3)C1 (stereo unspecified)
39	3	CCOC(=O)CN(C)C(=O)CCc1nnc(-c2ccsc2)o1
40	-4	CCOc1ccc(CCNC(c2nnc(-c3ccccc3)o2)c2ccccc2Cl)cc1OCC (stereo unspecified)
41	3	O=C(Nc1ccccc1F)c1oc2ccccc2c1NC(=O)c1c(F)cccc1F
42	4	CCN(Cc1ccncc1)C(=O)c1csc2nc(-c3ccc(OC)c(F)c3)cn12
43	-4	CC(c1ccccn1)N(C)C(=O)c1csc2nc(-c3cccc(F)c3)cn12 (stereo unspecified)
44	-2	Cc1ccc(C2C(C)C(N3CCC(C(=O)NCc4ccc(Cl)cc4)CC3)NS2(=O)=O)cc1C (stereo unspecified)
45	-7	OCc1cc(Br)c(OCc2ccc(Br)cc2)c(Br)c1
46	12	Cn1[nH]c(N)c(N=Nc2nc[nH]c2[N+](=O)[O-])c1=O
47	-10	COc1ccc(CN2C(=O)O[C@@H]3CN(c4ccnc(SC)n4)C[C@@H]32)cc1OC
48	4	O=S(=O)(N1CCCC1)N1CCN(c2ccccc2F)CC1
49	0	COc1ccccc1C1CN(CC(=O)NCC2(c3ccccc3)CCOCC2)Cc2ccccc2O1 (stereo unspecified)
50	-1	CCOc1c(Br)cc(CNCC2CCNCC2)cc1OC

Later entries.
No.	ROC1-CUL1 inh	SMILES
51	1	CCN1CCN(c2cc(C)c3cc(NC(=O)/C=C/c4ccc(OCCC(C)C)cc4)ccc3n2)CC1
52	-4	CN(C)CN1C(=O)S/C(=C/c2ccccc2Br)C1=O
53	4	COc1cc(Cl)c(C)cc1N=C1C(=O)N(c2ccc(C)cc2)C(=O)C1Cl (stereo unspecified)
54	0	Cc1ccc(-c2c3c(=O)n(C)c(=O)n(C)c3cn2-c2ccc(I)cc2)cc1
55	-8	Cc1ccc(NC(=O)Nn2c(SCc3ccc(Cl)cc3)nc3sc(C)c(C)c3c2=O)cc1
56	-6	COc1ccccc1Nc1nc(-c2ccccc2Cl)c2cc(Br)ccc2n1
57	3	CC(C)/C=C/CN1CCCC(N2CCOCC2)C1 (stereo unspecified)
58	0	Fc1ccc(-c2[nH]ncc2-c2nnnn2-c2ccc(Cl)cc2)cc1
59	-6	O=C(NC1CC(=O)N(Cc2ccccc2C(F)(F)F)C1)c1cc[n+]([O-])cc1 (stereo unspecified)
60	3	CCOC(=O)c1sc(NC(=O)CCN2CCCCC2)c(C(=O)OCC)c1C
61	4	CCOc1ccc(-c2nc3cc(NC(=O)COc4cccc(C)c4)ccc3o2)cc1
62	7	COc1ccccc1NC(=O)C1C(C)=Nc2ncnn2C1c1cccn1C (stereo unspecified)
63	-1	CCC(C)C(=O)Nc1cccc(Cl)c1C (stereo unspecified)
64	-5	COC(=O)c1sc(NC(=O)c2sc3cc(Cl)ccc3c2Cl)nc1C
65	-5	CCOc1ccccc1NC(=O)C1C2C=CCCCCC21 (stereo unspecified)
66	6	CCc1ccc(N2CC(C)Cn3c2nc2c3c(=O)n(C)c(=O)n2C)cc1 (stereo unspecified)
67	-6	CCOC(=O)c1cccc(NC(=O)C2CCCN(c3nnc(C)c4c(C)n(-c5ccccc5)nc34)C2)c1 (stereo unspecified)
68	1	Cc1cccc(NC(=O)CSc2nnnn2-c2ccc(F)cc2)c1C
69	13	CCN(C(=O)CSc1nnc(-c2cc(OC)c(OC)c(OC)c2)o1)c1ccccc1
70	5	Cc1ccc2c(O)c(C)c(=O)[nH]c2n1
71	5	CC(=O)N1CCc2cc(CNS(=O)(=O)c3cccs3)ccc21
72	10	Cc1ccc(N2CCN(S(=O)(=O)c3cc(Br)ccc3Br)CC2)cc1C
73	7	CCOc1cc(/C=C2\C(=O)NN(c3ccc(C)c(C)c3)C2=O)ccc1O
74	1	O=C(O)CSc1nnnn1-c1ccccc1
75	-3	Cc1ccc2c(=O)cc(C(=O)Nc3cccc(C(F)(F)F)c3)oc2c1C

Other results:
No.	ROC1-CUL1 inh	SMILES
76	4	Cc1cccc(N(CC(=O)N(C)Cc2ccccc2)S(=O)(=O)c2ccccc2)c1C
77	-2	CCS(=O)(=O)c1ncc(N(Cc2ccco2)Cc2ccccc2F)c(C(=O)Nc2cccc(Cl)c2)n1
78	4	CC(=O)Nc1ccc(NC(=O)C2Cc3ccccc3N2C(=O)c2ccccc2)cc1 (stereo unspecified)
79	6	Cc1cccc2c(C(=O)N3CCC(N4CCOCC4)C3)cc(-c3cn[nH]c3)nc12 (stereo unspecified)
80	-1	Cc1ccc(NC(=O)c2sc3nc(-c4ccc(F)cc4)ccc3c2N)cc1C
81	0	O=C1CCCC(O)=C1N=Nc1ccc2ncsc2c1
82	-8	CS(=O)(=O)Nc1ccc(C(=O)c2ccccc2)cc1
83	-4	O=C(Cn1c(=O)n(Cc2nc(-c3ccccc3)no2)c(=O)c2cc3c(cc21)OCO3)Nc1cccc(C(F)(F)F)c1
84	3	CCC(C)NC(=O)c1cc(-c2ccc(C)o2)nc2ccccc12 (stereo unspecified)
85	8	Cc1cc(C)n2nc(S(N)(=O)=O)c(C#N)c2n1
86	-2	Cc1cc(C)c(S(=O)(=O)NC2CC(C)(C)NC(C)(C)C2)cc1C
87	3	CCOCCn1c(COc2ccc(OC)cc2)nc2ccccc21
88	2	Cc1cccc(CN2CCCC(Nc3ccc4c(c3)OCO4)C2)n1 (stereo unspecified)
89	-5	Cc1cc(OCC(=O)NNC(=O)C2C3CCC(C3)C2C(=O)O)cc(C)c1Cl (stereo unspecified)
90	9	Cc1nc2c(cnn2-c2ccccc2)c(=O)n1NC(=S)Nc1ccccc1
91	-5	COc1ccc2oc3cc(C)nc(-c4ccccc4)c3c2c1
92	-6	Cc1ccc(N2C(=O)C3N=NC(C)C3C2=O)cc1Cl (stereo unspecified)
93	3	CC(C)c1nn2c(=O)cc(COC(=O)C3CCCCC3)nc2s1
94	-3	C/C(=N/NC(=O)C(O)(c1ccccc1)c1ccccc1)c1ccc(C)o1
95	2	COC(=O)C1CC(C)=C(C)CC1C(=O)O (stereo unspecified)
96	-8	CCCCn1c(=O)c2oc3ccccc3c2n(Cc2cccc(C)c2)c1=O
97	2	O=C(c1ccc([N+](=O)[O-])cc1)N(Cc1ccco1)c1ccccn1
98	16	CC(C)(C)c1cc(=O)[nH]c(N2CCN(Cc3ccccc3)CC2)n1
99	-6	COc1ccc(F)c(CC2(CCC(=O)NC(Cc3ccccc3)c3ccccc3)CCC(=O)N2)c1 (stereo unspecified)
100	0	COc1cc2c(cc1CNC(C)c1cnc(-c3ccncc3)nc1C)OCO2 (stereo unspecified)

(further entries)
No.	ROC1-CUL1 inh	SMILES
101	9	Cc1ccc2oc(-c3ccc(Cl)c(NC(=O)c4cc5ccccc5o4)c3)nc2c1
102	-5	CN(C)S(=O)(=O)c1ccc(C(=O)Nc2ccc3ncn(C)c(=O)c3c2)cc1
103	-5	O=C(Cc1cccs1)Nc1ccc(Cl)cc1Cl
104	-6	O=C1[C@@H]2CSC(c3ccc(F)cc3)N2C(=O)N1c1ccc(Cl)cc1 (stereo partly specified)
105	-9	O=C(NCc1ccc(F)cc1)C1CCN(c2ncnc3c2nc2n3CCCCC2)CC1
106	12	CC1=NN(c2ccccc2)C(=O)/C1=C/c1ccc(Sc2ccc(C)cc2)o1
107	2	CCOc1ccccc1C(=O)Nc1ccc(NC(C)=O)cc1
108	1	C/C(=N/NC(=O)c1ccncc1)c1ccc(Cl)c(Cl)c1
109	1	C=Cc1ccc(C(=O)NCC2Cc3cc(F)cc(-c4ccccn4)c3O2)cc1 (stereo unspecified)
110	2	Cc1noc(N2C(=O)c3c(Cl)c(Cl)c(Cl)c(Cl)c3C2=O)c1C
111	1	Cc1nc2nc(SCc3ccccc3)[nH]n2c(=O)c1CCC(C)C
112	0	CC1=Nc2nnnn2C(c2ccccc2)C1C(=O)OCc1ccccc1 (stereo unspecified)
113	4	COCCCNC(=O)Cn1c(=O)n(-c2ccc(Cl)cc2)c(=O)c2c3c(sc21)CCCCC3
114	6	Cc1ccc(Cl)cc1N(CC(=O)Nc1ccc(S(=O)(=O)Nc2cccc3ccccc23)cc1)S(C)(=O)=O
115	2	Cc1ccc(C(=O)Nc2ccc(OCc3cc(=O)n4c(C)csc4n3)cc2)cc1
116	1	CC(C)(C)NC(=O)C1CCN(c2nc3ccccc3nc2C(F)(F)F)CC1
117	0	O=C1N=C(Cc2ccc(Br)s2)C(=O)N1Cc1ccc(Cl)cc1
118	1	Cc1nnc2sc(/C=C/c3cccnc3)nn12
119	-3	CCN(Cc1nc(-c2cccc(C)c2)no1)S(=O)(=O)c1ccc(C)cc1
120	6	O=C(CSCc1ccc(Cl)c(Cl)c1)Nc1ccccc1
121	-7	CCCNC(=O)NCc1cccnc1Oc1ccccc1F
122	5	O=C(Oc1cccc(C(=S)N2CCCCC2)c1)c1ccc(Cl)cc1
123	8	O=C(NCc1ccco1)c1ccc(C2CCCN2C(=O)Cn2cncn2)s1 (stereo unspecified)
124	6	CCOC(=O)c1ccccc1NC(=O)CSc1ncc(CO)n1Cc1ccc(C)cc1
125	0	O=S(=O)(NCc1ccc(CNS(=O)(=O)c2ccccc2)cc1)c1ccccc1

Ordered by number of heavy atoms (lowest first): part of the list above.
No.	ROC1-CUL1 inh	SMILES
103	-5	O=C(Cc1cccs1)Nc1ccc(Cl)cc1Cl
20	-5	CN(C)Cc1ccccc1Sc1ccc(Cl)cc1Cl
37	8	COC(=O)C1CCCCN1Cc1nc(-c2ccc(C)o2)oc1C (stereo unspecified)
54	0	Cc1ccc(-c2c3c(=O)n(C)c(=O)n(C)c3cn2-c2ccc(I)cc2)cc1
69	13	CCN(C(=O)CSc1nnc(-c2cc(OC)c(OC)c(OC)c2)o1)c1ccccc1
113	4	COCCCNC(=O)Cn1c(=O)n(-c2ccc(Cl)cc2)c(=O)c2c3c(sc21)CCCCC3

High-throughput results from PubChem BioAssay.

An excerpt (hit frequency here may not be typical).
